High-throughput results from PubChem.
Hsp70 displacement – Hsp70 inhibitors, probe displacement, primary screen, biochemical, fluorescence polarization (AID 583). Heat shock 70 kDa protein 1A (Homo sapiens). actives 0.06% (n = 140,000). Hsp70 fluorescence polarization probe displacement, mP; higher % means a stronger effect. displacement, % at 20 µM, or IC50 in µM where a hit was titrated; in the data active means displacement above about 50%;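 further: plate controls were vehicle for no effect and reference ligand for full effect; a part of the inactive calls stands beside numbers as strong as those of hits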
MKP-3 inhibition – MKP-3 phosphatase inhibitors, primary screen, biochemical, rat enzyme, in vitro (AID 425) | one-dose inhibition, % at 20 µM; IC50 in µM for titrated hits | Dual specificity protein phosphatase 6 (Rattus norvegicus) | actives 0.17% (n = 110,000) | recombinant MKP-3 phosphatase activity, fluorescence; higher % means a stronger effect; in the data active means inhibition above about 50%;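 further: plate controls were vehicle for no effect and reference inhibitor for full effect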
Numbers without * were called inactive; x = not tested or not shown; & = joins results of further samples.

Molecule,Hsp70 displacement,MKP-3 inhibition
CS(=O)(=O)c1ccc(N2CCN(C3CC(=O)NC3=O)CC2)cc1 (configuration not stated),5.4%,-8.2%
CN1CCN(S(=O)(=O)c2ccc(-c3ccc(Cl)cc3)cc2)CC1,4.6%,3.4%
CC1=C(C(=O)OCc2ccccc2)C(c2ccc(N3CCOCC3)cc2)NC(=O)N1 (configuration not stated),5.5%,-2.7%
Cc1ccc(S(=O)(=O)N2CCN(S(=O)(=O)c3ccc(C)cc3)C2)cc1,-0.3%,x
COc1ccc(-c2nc(-c3cccc(C(F)(F)F)c3)no2)cc1OC,-0.5%,-0.1%
COc1cc([N+](=O)[O-])ccc1NC(=O)c1cccc2ccccc12,5.1%,3.0%
CC(C)c1ccc(-c2nc3c([nH]2)c(=O)n(C)c(=O)n3C)cc1,-0.1%,1.6%
CCOC(=O)C1CCN(c2c(N3CCN(Cc4ccccc4)CC3)c(=O)c2=O)CC1,0.1%,-4.0%
CCN(c1ccc2c(c1)OCO2)S(=O)(=O)c1cc(Br)cc2c1N(C(=O)C1CC1)CC2,x,1.5%
CC(C)Oc1ccc(-c2nc3sc4c(c3c(=O)[nH]2)CCCC4)cc1,2.1%,-0.1%
Cc1ccc(NC(=O)c2c(-c3ccccc3Cl)noc2C)nc1,1.1%,2.3%
O=C(Nc1cccc(-c2nc3ccccc3o2)c1)c1ccc(N2C(=O)C3C4C=CC(C4)C3C2=O)cc1 (configuration not stated),-2.5%&0.1%,2.8%
Cc1cc(C)n(-c2cc(N/N=C/c3cccc(Cl)c3)nc(C)n2)n1,-3.8%,0.8%
Clc1cccc2sc(N3CCOCC3)nc12,-5.7%,5.1%
CNC(=O)c1sccc1SCc1c(Cl)cccc1Cl,-1.7%,x
CC1CCc2c(C(=O)NCC3CCCO3)csc2C1 (configuration not stated),-5.2%,5.0%
COc1ccc(-c2nnc(Nc3ccc4c(c3)nc(C)n4C)c3ccccc23)cc1,0.7%,2.2%
COc1cc(/C=C/c2cc(C(F)(F)F)[nH]c(=O)n2)ccc1O,-3.8%,-0.5%
Cc1cc2ncn(C3CC(=O)N(Cc4ccc(N5CCCC5=O)cc4)C3=O)c2cc1C (configuration not stated),1.3%,-4.9%
CCCCCn1c(N)c(C#N)c2nc3ccccc3nc21,-7.9%,-4.1%
CC(C(=O)NCc1ccc2c(c1)OCO2)N1c2cccc3cccc(c23)S1(=O)=O (configuration not stated),-6.2%,-13.8%
CC(C)CNS(=O)(=O)c1ccc(OCC(=O)NCC2CCCO2)c(Cl)c1 (configuration not stated),-3.2%,x
O=C(Oc1ccc2c(C(F)(F)F)cc(=O)oc2c1)c1ccccc1,3.2%,0.9%
NS(=O)(=O)c1ccc(CNC(=O)C23CC4CC(CC(C4)C2)C3)cc1,-2.9%,x
Cn1ccnc1SCC(=O)NC1CC1,0.4%,x
COc1ccc(OCCCSc2ncccn2)cc1,9.9%,-4.8%
Cc1cc(=O)oc2cc(OCc3cccc(Cl)c3)c(Cl)cc12,-1.3%,4.7%
Nc1nonc1/C(=N/O)N1CCCC1,-2.4%,-12.2%
Cc1cc(OCC(=O)Nc2ccc(I)cc2Cl)ccc1Cl,0.5%,3.1%
O=C(Nc1ccccc1C(F)(F)F)c1ccc(F)c(S(=O)(=O)N2CCOCC2)c1,-4.2%,-0.3%
O=C(Nc1cc(-c2nc3ccccc3s2)ccc1Cl)c1cc(I)ccc1Cl,1.0%,2.5%
COc1cccc(C(=O)Nc2cccc(-c3nnc(-c4ccccc4)o3)c2)c1,-2.8%,-9.8%
COC(=O)c1c(NC(=O)CCC2CCCC2)sc2c1CCC2,1.6%,1.6%
CCOC(=O)CNC(=O)C1CCCN(c2ncccn2)C1 (configuration not stated),-4.8%,5.2%
N#Cc1nc(-c2ccc(Cl)cc2)oc1N1CCCCC1,9.1%,3.8%
Cc1ccc(NC(=O)C(=O)/C=C(/O)c2ccc(Br)cc2)cc1,-11.8%,-1.9%
CN1C(=O)C2(NCCc3c2[nH]c2ccccc32)c2ccccc21 (configuration not stated),2.7%,3.3%
Cc1ccc(O)c(C(CC(=O)N2CCCC2)c2ccccc2)c1 (configuration not stated),2.0%,-7.5%
O=C(c1cccc(Cl)c1)N1CCN(C(=O)c2ccccc2F)CC1,4.9%,-9.2%
CC(SC(=S)N1CCOCC1)C(=O)O (configuration not stated),3.7%,x
Cc1cc(C)c2c(=O)cc(C(F)F)oc2c1,4.0%,x
O=c1[nH]c(/C=C/c2ccccc2O)c([N+](=O)[O-])c(=O)[nH]1,8.6%,-0.8%
COc1cccc(/C=C(\C#N)C(=O)Nc2ccc(C)c(Cl)c2)c1O,-1.2%,2.0%
CCOC(=O)C1=C(C)NC(C)=C(C(=O)OCC)C1c1nc2ccccc2[nH]1,-1.3%,4.7%
CCOC(=O)N1CCN(C(=O)c2ccc(NC(=O)c3ccc(C)cc3)cc2)CC1,-0.1%,2.8%
O=C(O)c1sccc1S(=O)(=O)c1ccccc1,-0.7%,-10.4%
Oc1cccc(Nc2nc(-c3ccc(Br)cc3)cs2)c1,3.5%,-2.8%
Cc1cc(C)nc(NC(=O)c2cccc(Cl)c2)n1,-0.1%,3.3%
CCOC(=O)/C=C/c1cc(C(=O)OCC)c(/C=C/C(=O)OCC)cc1C(=O)OCC,1.8%,1.8%
CCN1C(=O)/C(=c2/s/c(=C3\C=Cc4ccccc4N3CC)c(=O)n2CC)SC1=S,-3.2%,1.2%

Some of the entries so far, with the structure last:
| Hsp70 displacement | MKP-3 inhibition | Molecule |
| --- | --- | --- |
| -0.1% | 2.8% | CCOC(=O)N1CCN(C(=O)c2ccc(NC(=O)c3ccc(C)cc3)cc2)CC1 |
| -0.7% | -10.4% | O=C(O)c1sccc1S(=O)(=O)c1ccccc1 |
| 3.5% | -2.8% | Oc1cccc(Nc2nc(-c3ccc(Br)cc3)cs2)c1 |
| 8.6% | -0.8% | O=c1[nH]c(/C=C/c2ccccc2O)c([N+](=O)[O-])c(=O)[nH]1 |
| -3.2% | 1.2% | CCN1C(=O)/C(=c2/s/c(=C3\C=Cc4ccccc4N3CC)c(=O)n2CC)SC1=S |

The list goes on.
Molecule,Hsp70 displacement,MKP-3 inhibition
O=C1C(=O)N(Cc2cccnc2)C(c2cccc(F)c2)/C1=C(\O)c1ccccc1 (configuration not stated),0.2%,1.9%
COc1ccc(C(=O)Nc2ccc(S(=O)(=O)NC(C)=O)cc2)cc1OC,4.1%,0.1%
Cc1ccccc1N=Cc1c(O)n(-c2ccccc2Cl)c(=O)[nH]c1=O,-6.4%,0.4%
COc1ccc(C(O)c2cnc(C(C)C)n2C)cc1OC (configuration not stated),-3.8%,-0.3%
O=C(c1ccco1)c1coc2ccc(Cl)cc2c1=O,3.5%,0.6%
Cc1ccc(-c2nnn(C(C)C(=O)N3c4ccccc4CCc4ccccc43)n2)cc1 (configuration not stated),-2.1%,x
Cn1c(CNC(=O)c2ccccc2)nnc1SCC(=O)N1CCN(c2ccccc2)CC1,-6.4%,x
CC(Oc1ccc(Br)cc1)C(=O)N1CCc2ccccc21 (configuration not stated),5.0%,-4.3%
CN1C(=O)/C(=C\c2cc(Cl)ccc2OCc2ccc(F)cc2)SC1=S,4.0%,-0.1%
O=C(CSc1nnc(-c2ccc(Br)cc2)o1)NCc1ccccc1,1.6%,-1.7%
CNC(=O)C1CC(=O)N(c2ccc(C)cc2)C1 (configuration not stated),1.0%,-10.6%
COc1ccccc1NC(=O)C1C2CCCCC21 (configuration not stated),7.0%,0.2%
CSc1nc2ccc(NC(=O)c3ccc(Br)cc3F)cc2s1,-5.2%,5.3%
CCCCn1c(=S)[nH]c2ncccc2c1=O,6.1%,8.5%
COc1ccc(CNCc2cccc(Cl)c2)cc1OC,2.1%,0.3%
CC(=O)Nc1nc(COc2ccccc2)cs1,0.6%,-16.2%
CC(C)CNC(=O)c1cc(-c2ccc(Br)cc2)on1,7.1%,10.7%
COc1ccc(CCNC(=O)C2CCN(C(=O)NC3CCCCC3)CC2)cc1,-7.5%,x
CC1CCc2c(sc(NC(=O)c3ccc(Br)cc3)c2C#N)C1 (configuration not stated),-0.7%,7.4%
COc1cccc(C(=O)OCn2nnc3ccccc3c2=O)c1OC,x,1.2%
CCOC(=O)COc1ccc(/C=c2/sc3nc4cc(C)c(C)cc4n3c2=O)cc1OC,2.1%,0.5%
COCCn1c(SCC(=O)N(C(C)C)C(C)C)nnc1-c1cc2ccccc2cc1O,7.8%,7.7%
Cc1cccc(S(=O)(=O)C(C#N)c2nc3ccccc3nc2N2CC(C)OC(C)C2)c1 (configuration not stated),1.6%,-8.3%
Cc1ccc(OCC(=O)N/N=C/c2cccn2C)cc1,-0.2%,x
COc1cc(S(=O)(=O)NCC2CCCO2)ccc1Br (configuration not stated),-3.4%,x
CCOc1ccc(OCC)c(NC(=O)CN(C)S(=O)(=O)c2cnc[nH]2)c1,4.6%,1.5%
O=C(CCNc1n[nH]c(=O)[nH]c1=O)N/N=C/c1c[nH]c2ccccc12,-3.8%,1.2%
Cc1cccc(NC(=O)c2ccc3ccccc3n2)c1,-2.0%,0.9%
COc1cccc(N(C(=O)Cn2nnc(-c3cccs3)n2)C(C(=O)NC(C)C)c2ccc(C)o2)c1 (configuration not stated),0.4%,x
COc1cccc(-n2c(SCC(=O)N3CCCC3)nc3c([nH]c4ccccc43)c2=O)c1,0.2%,9.5%
COc1cc(OC)cc(C(=O)Nc2sc3c(c2C(N)=O)CCC(C)C3)c1 (configuration not stated),-1.7%,2.7%
CCC(C)c1ccccc1NC(=O)c1cccnc1 (configuration not stated),-0.3%,-6.9%
COc1ccc(/C(C)=C2\SC(=S)N(CCC(=O)O)C2=O)cc1,-1.0%,x
Cc1cc(C(=O)Nc2cccc(C(=O)O)c2)oc1C,1.0%,1.8%
CC(NC(=O)c1ccncc1)C(c1cccs1)N1CCOCC1 (configuration not stated),-1.9%,x
CCOc1ccccc1NC1c2ccccc2C(=O)N1c1cccnc1 (configuration not stated),7.2%,-1.5%
CCOC(=O)N1CCC(NC(=O)CN2C(=O)CSc3nc(C)cc(C)c32)CC1,-2.3%,-1.1%
CCCCN(CC)Cc1c(O)ccc2c(-c3ccccc3)cc(=O)oc12,-0.4%,2.3%
COc1ccc(C(C)C)cc1S(=O)(=O)NCc1ccccn1,1.5%,1.6%
COc1ccc(-c2nc(SCc3ccccc3)n(S(C)(=O)=O)n2)cc1,2.5%,x
O=C(O)CNC(=O)c1ccc(S(=O)(=O)N2CCOCC2)cc1,17.5%,x
CC(C)(C)C1=Nn2c(nnc2-c2ccccn2)SC1,-0.6%,-8.2%
O=c1nc(-c2ccccc2)c2cc(Cl)ccc2[nH]1,-1.6%,2.7%
CCOc1cc(/C=C2/SC(=S)N(Cc3ccccc3)C2=O)ccc1OC(=O)c1cccc([N+](=O)[O-])c1,-0.2%,-1.9%
Cc1ccc(NC(=O)C2CC2(c2ccccc2)c2ccccc2)cc1C (configuration not stated),1.6%,-2.1%
O=C(c1ccc([N+](=O)[O-])cc1)N1CCN(Cc2cccnc2)CC1,-2.0%,2.6%
CCn1cc(C(=O)O)c(=O)c2cc(Br)ccc21,-0.2%,x
CN(C)c1cccc(-c2nnc(SCCCC#N)o2)c1,-0.5%,-5.3%
Cc1ccc(C2CC(C(F)(F)F)n3ncc(C(=O)NCc4ccco4)c3N2)cc1 (configuration not stated),4.8%,-2.2%
CCOC(=O)c1c(C(C)(C)C)oc2ccc(OCC#N)cc12,-6.5%,-12.5%

New compounds follow
Molecule,Hsp70 displacement,MKP-3 inhibition
CCOC(=O)Cc1cnc(NC(=O)c2ccccc2)s1,-1.7%,-10.8%
O=C(NC1CCCCC1)c1cc(Cl)ccc1[N+](=O)[O-],-1.2%,-1.4%
C=CCOc1cccc(C2c3c(oc4ccc(F)cc4c3=O)C(=O)N2CCCN2CCOCC2)c1 (configuration not stated),0.2%,1.8%
O=[N+]([O-])c1ccc(F)c(NS(=O)(=O)c2cc(Cl)ccc2Cl)c1,-5.0%,-2.8%
O=c1oc(-c2cccc(Cl)c2)nc2c1cnn2-c1ccccc1,-4.2%,x
COc1ccc(-c2csc(N3CCN(C(=O)c4ccccc4)CC3)n2)cc1,10.1%,x
O=C(NC1CCCCCC1)c1cc(Cl)ccc1[N+](=O)[O-],1.3%,1.3%
Cc1ccc2cc(S(=O)(=O)NCCC(=O)O)ccc2c1,2.7%,x
COc1cc2c(cc1OC)S(=O)(=O)OC(C)=C2,-2.0%,-0.5%
O=S(=O)(Nc1nc2ccccc2s1)c1ccc(Br)s1,-7.8%,-2.9%
CN(c1ccc(C(=O)NCCSCc2ccco2)cc1)S(C)(=O)=O,0.7%,-7.1%
COc1cccc(-c2cc(C(=O)Nc3nn[nH]n3)c3ccccc3n2)c1,-0.7%,2.9%
O=C1c2ccccc2C(Nc2ccc(F)cc2F)N1CCN1CCOCC1 (configuration not stated),-1.5%,-1.0%
CC(=O)OCC1OC(c2ccccc2)C(OC(C)=O)C(OC(C)=O)C1OC(C)=O (configuration not stated),-1.3%,7.1%
Cn1c(SCC#N)nnc1-c1ccc2c(c1)OCO2,11.2%,x
Cc1c(N=C/C=C/c2ccccc2)cnn1C,1.1%,-5.9%

A portion of the library. The share of hits here may be higher or lower than overall.
